Bioassay records from PubChem.
Polio RdRp inh: inhibitors of poliovirus RNA polymerase binding and polymerization | AID 588519 | % elongation, % (compound at 16.7 µg/mL) | hit rate 0.66% among 150,000 | poliovirus polymerase elongation, fluorescence polarization; stronger effect = lower value | P03300; in the data active = % elongation below about 90%; also: some results filed as inactive read as strong as hits
Target sequence (P03300 1749-2209 limits assumed): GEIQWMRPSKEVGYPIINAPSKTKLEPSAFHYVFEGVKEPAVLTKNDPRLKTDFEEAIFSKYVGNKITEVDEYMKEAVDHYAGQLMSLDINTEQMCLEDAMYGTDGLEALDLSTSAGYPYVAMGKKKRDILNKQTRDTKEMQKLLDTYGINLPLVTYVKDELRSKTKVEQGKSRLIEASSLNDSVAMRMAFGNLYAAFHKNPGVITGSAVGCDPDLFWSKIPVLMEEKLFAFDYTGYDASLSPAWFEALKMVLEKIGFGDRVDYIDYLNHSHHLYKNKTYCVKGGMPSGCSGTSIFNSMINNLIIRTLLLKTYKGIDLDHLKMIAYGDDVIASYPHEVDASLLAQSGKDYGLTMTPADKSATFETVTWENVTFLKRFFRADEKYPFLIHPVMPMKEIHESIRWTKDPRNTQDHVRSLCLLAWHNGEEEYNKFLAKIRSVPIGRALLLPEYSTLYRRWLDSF
Polio RdRp inh FP z-score: recorded beside Polio RdRp inh, whose call it bears; z-score; measured here: FP z-score; hits read low
* marks the source's active call; other numbers are inactive results.

Order of values – Polio RdRp inh, Polio RdRp inh FP z-score
- N#Cc1c2c(c(N3CCCCC3)n3c1nc1ccccc13)CCCC2
→ 100.0, -0.5
- COc1ccc(NC(=O)CSc2ccc3nc(-c4ccccc4)cn3n2)c(OC)c1
→ 110.0, 0.8
- CCCCN(C)S(=O)(=O)c1ccc2oc(C(=O)O)c(C)c2c1
→ 102.0, 0
- Cc1ccc(Nc2cc(C(=O)NCCCN3CCOCC3)c3ccccc3n2)c(C)c1
→ 100.0, -0.9
- Cc1cccc(C(=O)Nc2sc(C)c(C)c2C#N)c1
→ 97.0, -0.7
- CCOc1ccccc1OCC(=O)Nc1ccc(S(=O)(=O)Nc2nc(C)cc(C)n2)cc1
→ 101.0, -0.2
- CC(C)Oc1ccc(CNC(=O)c2cc3cccc4c3n2CC(C)S4)cc1 (stereo unspecified)
→ 112.0, 0.8
- O=C(Nc1ccccc1N1CCOCC1)c1cc(=O)[nH]c2ccccc12
→ 106.0, -0.6
- O=c1c2c3c(sc2[nH]c(=S)n1Cc1ccco1)CCCC3
→ 101.0, -0.2
- COc1ccccc1C(=O)OCc1cc(=O)n2nc(C3CCCCC3)sc2n1
→ 112.0, 1.2
- CC(C)CCN1CC(C)C(O)(c2ccccc2)CC1C (stereo unspecified)
→ 101.0, -0.2
- Cc1cccc(NC(=O)CCn2cnnn2)c1
→ 102.0, -0.2
- CCNC(=S)N1CCC(NC(=O)c2ccccc2)CC1
→ 102.0, 0.1
- COc1cccc(CN2CCCN(Cc3ccc(F)cc3)S2(=O)=O)c1
→ 106.0, 0
- CCCc1cc(=O)oc2cc(C)c3c(C(C)(C)C)coc3c12
→ 106.0, -0.2
- O=C(Nc1ccccc1)C1CCCN1C1CCCCC1 (stereo unspecified)
→ 103.0, 0.5
- COC(=O)c1cc2c(ccc3ccccc32)oc1=O
→ 102.0, 0.5
- CCCc1cc(=O)[nH]c(SCC(=O)N(C)c2ccccc2)n1
→ 100.0, -0.1
- COc1ccc(CCNC(=O)C(Cc2ccccc2)n2cccc2)cc1OC (stereo unspecified)
→ 102.0, 0
- CCc1nnc(NC(=O)CSc2nc3c([nH]c4ccccc43)c(=O)n2-c2ccc(F)cc2)s1
→ 106.0, -0.1
- CC(NC(=O)c1cccc(S(=O)(=O)N(C)C)c1)C1CC2CCC1C2 (stereo unspecified)
→ 103.0, 0.3
- Nc1c(C(=O)NCc2ccc(Cl)cc2)sc2nc(-c3ccc(F)cc3)ccc12
→ 102.0, -0.8
- COCCn1nnnc1C(c1ccc2ncccc2c1)N1CCc2ccccc21 (stereo unspecified)
→ 100.0, -0.8
- Cc1cc(C(=O)OCc2ccccc2)c(C)o1
→ 104.0, 1
- O=C(NCc1ccccc1)c1ccc(CN2CCC(Cc3ccccc3)CC2)cc1
→ 104.0, 0.5
- Nc1ncnc2c1ncn2C1C=CC(CO)O1 (stereo unspecified)
→ 105.0, 0.2
- Cc1ccc(-c2cc(Cc3cccnc3)c(=O)[nH]n2)cc1
→ 101.0, -0.2
- Cn1cc(NC(=O)NCCN2CCCC2)c2ccccc2c1=O
→ 100.0, -0.5
- CCc1cccc(NC(=O)CCCN2C(=O)COc3ccc(C)cc32)c1
→ 100.0, -1.5
- CN1CCSc2ccc(C(=O)NCc3ccccc3F)cc21
→ 109.0, -0.2

Next entries follow.
Order of values – Polio RdRp inh, Polio RdRp inh FP z-score
- CCOC(=O)Cn1c(=O)c(C(N)=S)cn(C(C)C)c1=O
→ 106.0, 0.4
- COc1cccc(CNC(=O)c2ccc3c(c2)N(C)C(=O)C2CCCCN32)c1 (stereo unspecified)
→ 101.0, -1.3
- CC(=O)c1cccc(-n2c(=O)c3c4c(sc3n(Cc3ccccc3Cl)c2=O)CN(C(C)=O)CC4)c1
→ 102.0, -0.9
- O=S(=O)(NCCN1CCOCC1)c1ccc(Cc2ccc(S(=O)(=O)NCCN3CCOCC3)cc2)cc1
→ 104.0, 1.6
- COC(=O)c1ccc(C(=O)NN)cc1
→ 102.0, -0.1
- O=S(=O)(CCc1nc2ccccc2o1)c1ccc2ccccc2c1
→ 103.0, 0.3
- O=C(Cc1ccccc1)Nc1cccc(-c2ccc(N3CCCC3)nn2)c1
→ 104.0, 0.2
- CCc1ccc(CN2CCC(O)CC2)cc1
→ 99.0, -0.1
- O=C(CCC1CCCCC1)Nc1ccc(-c2cn3cccnc3n2)cc1
→ 103.0, 0.6
- CC1=NC=CC2NC(=O)C(C#N)=CC12 (stereo unspecified)
→ 98.0, -0.5
- COc1ccc(/C=C/C(=O)N(CC(C)C)CC(C)C)cc1
→ 100.0, 0
- O=C=NC12CC3CC(CC(C3)C1)C2
→ 103.0, 0.2
- Cc1cc(C(=O)NN2C3CSC2CS3)no1
→ 99.0, -1.2
- CC(=O)N1N=C(c2cc(C3CC3)nc3ccccc23)OC1c1ccc2c(c1)OCO2 (stereo unspecified)
→ 100.0, -0.5
- Cc1ccc(NC(=O)/C(CN(C)C2CCCCC2)=N\O)cc1
→ 100.0, 0.1
- O=C(Nc1ccccc1)N(Cc1c[nH]c2ccccc12)C1CCCCCC1
→ 108.0, 0.1
- CCn1c(C(=O)O)cc2oc(C)cc21
→ 102.0, -0.2
- N#C[C@@H]1[C@@H](C(=O)c2ccc(F)cc2)N2C=Cc3ccccc3[C@@H]2[C@@]1(C#N)C(=O)c1ccccc1
→ 92.0, -0.8
- FC(F)(F)c1nc(N2CCCCC2)nc2c1CCCCC2
→ 100.0, 0.1
- CCC1CN(C(=O)N2CCC(C(=O)N3CCN(c4ccccc4)CC3)CC2)c2ccccc2O1 (stereo unspecified)
→ 107.0, 0.1
- O=C(Oc1cc(=O)oc2ccccc12)c1ccccc1
→ 101.0, 0.3
- COc1cc(NC(=O)CC2OCCN(Cc3ccccc3)C2=O)cc(OC)c1 (stereo unspecified)
→ 101.0, 0.2
- CCOCCCNC(=O)c1cc2c(=O)[nH]c3ccccc3c2n1C
→ 107.0, 0.5
- CCc1nn(CCCC(=O)N2CCN(c3ccc(OC)cc3)CC2)c(=O)c2cc3occc3n12
→ 106.0, 0
- Cc1oc2ccc(O)c(CN3CCCC3)c2c1C(=O)Nc1cccc(Cl)c1C
→ 111.0, 1.1
- COc1ccc(-n2nc(C(=O)NCc3cc(OC)ccc3OC)c3c4ccccc4n(C)c3c2=O)cc1
→ 101.0, -0.5
- O=C(COC(=O)c1ccc2c(c1)OCO2)NC1C2CC3CC(C2)CC1C3 (stereo unspecified)
→ 102.0, -0.1
- Cc1ccc(CNC(=O)c2cc(C3CC3)nc3c2c(C)nn3-c2cccc(Cl)c2C)cc1
→ 109.0, 0.3
- COCCCNc1nc2ccc(C(=O)c3ccccc3)cc2n2cnnc12
→ 101.0, -0.3
- O=S1(=O)NC(=NCc2ccco2)c2ccccc21
→ 100.0, -0.6

3 compounds out of the list, sorted by length of the SMILES, smallest number first.
Order of values – Polio RdRp inh, Polio RdRp inh FP z-score
- CC(C)CCN1CC(C)C(O)(c2ccccc2)CC1C (stereo unspecified)
→ 101.0, -0.2
- Cc1ccc(Nc2cc(C(=O)NCCCN3CCOCC3)c3ccccc3n2)c(C)c1
→ 100.0, -0.9
- CCc1nnc(NC(=O)CSc2nc3c([nH]c4ccccc43)c(=O)n2-c2ccc(F)cc2)s1
→ 106.0, -0.1

Entries shown so far that have a COOH group:
Order of values – Polio RdRp inh, Polio RdRp inh FP z-score
- CCCCN(C)S(=O)(=O)c1ccc2oc(C(=O)O)c(C)c2c1
→ 102.0, 0
- CCn1c(C(=O)O)cc2oc(C)cc21
→ 102.0, -0.2

Further entries.
Order of values – Polio RdRp inh, Polio RdRp inh FP z-score
- Cc1ccc(-n2cnc3cc(C(=O)NCc4ccc(F)cc4)ccc32)c(C)c1
→ 108.0, 0
- Cc1ccc(NC(=O)COc2ccc3oc4c(c3c2)CCCC4)cc1C
→ 107.0, 0.4
- O=C1CCCN1CC#CCN1CCCC1
→ 99.0, 0
- O=C(N/C(=C\c1ccc(-c2ccc(Cl)cc2Cl)o1)C(=O)N1CCCC1)c1ccccc1
→ 108.0, 0.5
- CC(C)(C)C1CCc2c(sc3nc(-c4cc5cc(Cl)ccc5oc4=O)[nH]c(=O)c23)C1 (stereo unspecified)
→ 110.0, 0.8
- CC(CC(=O)O)C(=O)c1ccc(Cl)cc1 (stereo unspecified)
→ 103.0, 0
- O=C1NC(c2cccc(F)c2)=N/C1=C\C=C\c1ccccc1
→ 104.0, 0.7
- CC(=O)c1ccc(NC(=O)c2cccc(NC(=O)N3CCSc4ncccc43)c2)cc1
→ 108.0, 0.4
- Cc1cc2nc(NCc3ccccn3)c3ccccc3n2n1
→ 102.0, 0.4
- CCCCc1nc2n[nH]c(N)c2c2c1CCC2
→ 102.0, 0.5
- CCOC(=O)c1ccc(NC(=O)c2ccc(S(=O)(=O)N3CCOCC3)cc2)s1
→ 107.0, 0
- CC(C)(C)c1ccc(C(=O)Nc2ccc(-c3nc4ccccc4o3)c(O)c2)cc1
→ -10.0*, -15.5*
- O=C(COc1ccccc1)Nc1sc2c(c1C(=O)Nc1ccccc1Cl)CCCCC2
→ 102.0, -0.4
- c1ccc2c(c1)OCCCO2
→ 108.0, 0.6
- CCC1CCCCN1C(=O)Cn1c(=O)n(CCCCCC(=O)NCc2ccc(F)cc2)c(=O)c2sccc21 (stereo unspecified)
→ 104.0, -0.3
- CC1CCC(NC(=O)c2cc3c(Cl)nc4ccccc4c3s2)CC1 (stereo unspecified)
→ 108.0, 0.5
- CN(C)c1ccc(N)cc1C(=O)O
→ 100.0, -0.5
- COc1ccc(C(=O)Cn2ccnc2C(=O)NCCc2ccc(Cl)cc2)cc1
→ 104.0, 0.9
- O=C(COc1ccccc1Cl)c1ccc[nH]1
→ 135.0, 4.4
- Cc1c2c(=O)[nH]ncc2c(-c2ccccc2)n1CCSCc1c(F)cccc1Cl
→ 103.0, -0.3
- OCCNCC1CC2C=CC1C2 (stereo unspecified)
→ 102.0, 0.3
- CCOC(=O)C1=C(CC)Nc2ccccc2N=C1NC(=O)C1CC(=O)N(CCc2ccccc2)C1 (stereo unspecified)
→ 110.0, 1.3
- Cc1ccc(-n2c(SCc3nnc4n3CCCCC4)nnc2-c2ccccc2)cc1
→ 100.0, -0.1
- O=C1CSC(c2cccs2)N1 (stereo unspecified)
→ 100.0, -0.3
- C(=N\c1nc2ccccc2s1)/Nc1nc2ccccc2s1
→ 102.0, -0.3
- Cc1cccc(-n2c(=O)c3ccccc3n(Cc3ccc(F)cc3)c2=O)c1
→ 105.0, -0.2
- Cc1nnc(NC(=O)CSc2nnc(CNC(=O)COc3ccc(Cl)cc3)n2-c2ccccc2)s1
→ 103.0, 0.9
- CN(C)CCCNc1c2c(nc3ccccc13)CCC2
→ 99.0, -0.5
- CC12CCC(=O)N1C(C(=O)OCN1C(=O)c3ccccc3C1=O)CS2 (stereo unspecified)
→ 109.0, 0.7
- COc1cccc(Cn2c(SCc3ccc(C(=O)NCc4ccccn4)cc3)nc3ccncc32)c1
→ 105.0, 0.6

Additional results
Order of values – Polio RdRp inh, Polio RdRp inh FP z-score
- Cc1cnn(Cc2ccccc2)c1N
→ 99.0, -1.3
- CCn1nc(C)cc1C(=O)n1nc(C)c(Sc2nccn2C)c1C
→ 106.0, 1
- CC1(c2csc(Nc3ccccc3Cl)n2)CCC(=O)O1 (stereo unspecified)
→ 100.0, -0.4
- COC(=O)c1cc(=O)n2c(nc3ccccc32)s1
→ 103.0, 0.4
- CCOC(=O)Cn1c(=NC(=O)c2ccco2)sc2c(C)cc(C)cc21
→ 100.0, -0.3
- COC(=O)C1=NNC2C(=O)N(C3CCCCC3)C(=O)C12 (stereo unspecified)
→ 101.0, -0.1
- Clc1ccc(Oc2nc3ccccc3[nH]2)c(Cl)c1
→ 100.0, -0.1
- Cc1cc(C)c2c(n1)nn1c(C)c(CCC(=O)NCc3ccc(Cl)cc3)c(C)nc21
→ 102.0, -0.8
- C=CCN1C(=O)/C(=C\c2ccccc2F)S/C1=N\c1nnc(C)s1
→ 104.0, 0
- c1ccc(CN2CCCN(Cc3ccccc3)C2c2ccncc2)cc1
→ 102.0, -0.1
- CCOC(=O)c1c(C)oc2nc(C)nc(N3CCN(c4ccccc4)CC3)c12
→ 108.0, 0.1
- CC(=O)NC(C)C(=O)Nc1cccc(C)c1C (stereo unspecified)
→ 105.0, 0.3
- O=S(=O)(Nc1ccc2c(c1)OCCO2)c1csc(-c2cc(C(F)(F)F)on2)c1
→ 106.0, 0.7
- COc1ccc(CNC(=O)Cc2coc3ccc(C)cc23)cc1
→ 117.0, 0.1
- CCOc1ccccc1NC(=O)Cn1c(=O)n(C(C)C)c(=O)c2oc3ccccc3c21
→ 108.0, 0.3
- CC1=C(C)C(=O)C(NCc2ccccn2)=CC1=O
→ 66.0*, -2.6*
- COc1ccc(-c2noc(-c3ccccc3C(=O)N3CCCCC3)n2)cc1OC
→ 100.0, -0.1
- CCOCCCn1c(SCC(=O)Nc2ccccc2Cl)nc2c(oc3ccccc32)c1=O
→ 106.0, 0.7
- O=P1(N2CCN(c3ccc(F)c(Cl)c3)CC2)COc2ccccc2OC1
→ 103.0, 1
- Clc1ccc(-c2cc3ncc4c(n3n2)-c2ccccc2OC4)cc1
→ 104.0, -0.4
- N#CC(c1ccco1)N1CCN(C(C#N)c2ccco2)CC1 (stereo unspecified)
→ 103.0, 0.2
- O=C(NCc1ccccc1Cl)c1ccc(CSCc2ccccc2Cl)o1
→ 114.0, 0.9
- CCCn1c2ccc(F)cc2c2nc3n(c(=O)c21)CCS3
→ 101.0, -0.1
- CCOc1ccc(-c2cc3c(=O)n(CC(=O)Nc4cc(F)ccc4C)ccn3n2)cc1
→ 107.0, 0.3
- COC(=O)c1c(Oc2ccc(Br)cc2)nnc(-c2ccccc2)c1-c1ccccc1
→ 110.0, 0.8
- Cc1ccccc1Nc1c(-c2ccccc2O)nc2sccn12
→ 108.0, 0.6
- COC(=O)/C(=C(/O)CSc1nnc(-c2ccc(C)cc2)o1)c1nc2ccccc2[nH]1
→ 98.0, -0.3
- Cc1nn(Cc2ccccc2Cl)c2sc(C(=O)NCCN3CCOCC3)cc12
→ 100.0, -0.5
- COc1cc(CC(=O)OCC(=O)N(C)C2CCCCC2)cc(OC)c1OC
→ 103.0, 0.1
- CCOC(=O)c1cnc2cc(-c3ccc(Cl)cc3)nn2c1-c1ccccc1
→ 106.0, 0.4
- CC1CN(S(=O)(=O)c2ccc(N3C(=O)CC4(CCCC4)C3=O)c(Cl)c2)CC(C)O1 (stereo unspecified)
→ 111.0, 0.9

These rows are one share of the data (hit frequency here may not be typical).
